TcdB GH inh = TcdB glycohydrolase inhibition; TcdB glycohydrolase enzymatic assay, plate reader; inhibition, % at 9.99 µM; actives 0.24% (n = 350,000); AID 652162; in the data active means inhibition above about 10%
PfHsp40 yeast = compounds rescuing yeast from Plasmodium falciparum HSP40 toxicity | S. cerevisiae expressing PfHsp40, growth rescue, ATP luminescence | growth rescue, % at 12.5 µM | actives 0.68% (n = 340,000); in the data active means growth rescue above about 28%, passing the limit was not always enough; inconclusive means no clear call, values can overlap the other calls;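 further: yeast W303a lacking pdr1 and pdr3 grown in galactose medium; growth measured after three days at 30 °C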
Anthrax LF inh2 = anthrax lethal factor protease inhibition. P15917. multiplex microsphere protease cleavage assay, LF. inhibition, % at 10 µM. actives 0.12% (n = 360,000). AID 588501; further: plate controls were buffer without enzyme for full effect and enzyme alone for no effect
Target sequence (P15917 whole entry, looked up): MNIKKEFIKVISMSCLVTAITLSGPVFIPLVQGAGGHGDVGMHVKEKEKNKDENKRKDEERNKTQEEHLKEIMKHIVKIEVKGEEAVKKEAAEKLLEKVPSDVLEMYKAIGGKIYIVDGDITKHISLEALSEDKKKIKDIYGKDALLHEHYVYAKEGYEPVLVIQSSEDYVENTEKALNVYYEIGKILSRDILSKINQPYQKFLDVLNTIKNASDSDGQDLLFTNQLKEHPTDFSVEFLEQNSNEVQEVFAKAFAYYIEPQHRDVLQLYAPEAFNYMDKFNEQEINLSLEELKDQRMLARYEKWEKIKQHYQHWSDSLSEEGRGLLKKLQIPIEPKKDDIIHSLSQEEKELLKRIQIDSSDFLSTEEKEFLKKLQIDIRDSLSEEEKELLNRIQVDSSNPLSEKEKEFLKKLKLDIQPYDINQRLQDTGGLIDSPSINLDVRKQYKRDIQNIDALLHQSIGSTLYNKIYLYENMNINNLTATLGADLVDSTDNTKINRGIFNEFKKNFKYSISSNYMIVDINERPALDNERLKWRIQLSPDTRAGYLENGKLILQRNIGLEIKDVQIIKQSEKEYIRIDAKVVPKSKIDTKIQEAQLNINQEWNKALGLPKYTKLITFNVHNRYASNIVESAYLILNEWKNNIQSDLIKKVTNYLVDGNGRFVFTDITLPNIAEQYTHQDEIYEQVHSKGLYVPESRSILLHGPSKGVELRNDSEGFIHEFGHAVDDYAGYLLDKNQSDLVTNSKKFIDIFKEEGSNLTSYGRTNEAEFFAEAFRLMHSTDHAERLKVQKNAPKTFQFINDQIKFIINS
BoNT-A LC inh2 = BoNT A light chain protease inhibition; multiplex microsphere protease substrate cleavage, flow cytometry; inhibition, % at 10 µM; actives 0.17% (n = 360,000); further: plate controls were buffer without enzyme for full effect and enzyme alone for no effect
CCHF vOTU inh = CCHFV vOTU protease inhibition; Pep-AMC fluorescence; inhibition, % at 11.5 µM; actives 0.55% (n = 370,000); AID 651958; in the data active means inhibition above about 30%; further: 0% = vehicle wells with enzyme and 100% = no enzyme wells
BoNT F protease = inhibitors of Botulinum neurotoxin F light chain protease. inhibition, % at 10 µM. actives 0.22% (n = 360,000). AID 588497. Multiplex microsphere protease cleavage assay, flow cytometry; in the data active means inhibition above about 35%, passing the limit was not always enough; inconclusive means no clear call, values can overlap the other calls; further: plate controls were buffer without enzyme for full effect and enzyme alone for no effect
FadD28 binding = inhibitors of Mycobacterium tuberculosis FadD28 bisubstrate binding; AID 588549; actives 0.22% (n = 360,000); FadD28 bisubstrate probe binding, fluorescence polarization; inhibition, % at 12.5 µM; in the data active means inhibition above about 8.5%, passing the limit was not always enough; inconclusive means no clear call, values can overlap the other calls
Yp Topo-I inh = inhibitors of Yersinia pestis topoisomerase I | Y. pestis Topo-I cleavage product accumulation, plate reader | activity, % at 10 µM | actives 0.064% (n = 360,000) | AID 504884; in the data active means activity above about 50%, passing the limit was not always enough; inconclusive means no clear call, values can overlap the other calls; further: inactives centre near 2
PrPC surface inh = inhibitors of human cell surface prion protein PrPC | TR-FRET read-out | P04156 | actives 0.43% (n = 370,000) | inhibition, % at 13.8 µM; in the data active means inhibition above about 24%; further: 0% = median of the test wells and 100% = reference compound wells
Active calls of the source: *; ? = inconclusive; . = not tested or not shown. Unless noted, no stated cut-off is given here; in the data, active means inhibition above about 30%; inconclusive means no clear call, values can overlap the other calls; inactive means below that.

SMILES	TcdB GH inh	PfHsp40 yeast	Anthrax LF inh2	BoNT-A LC inh2	CCHF vOTU inh	BoNT F protease	FadD28 binding	Yp Topo-I inh	PrPC surface inh
O=C(NCCc1ccc(Cl)cc1)C1CCCO1 (stereo not given)	-0.3	-1.3	0	-3.7	6	-14	-0.6	-4	4
O=C(NC1CCCCC1)N1Cc2cc(N3CCCCC3)ccc2-n2nncc2C1	-3.8	.	-3	0.7	13	-2	1.0	.	9
COC(=O)[C@]1(Cc2ccccc2)N[C@H](c2ccc(-c3ccc(OC)cc3)cc2)[C@@H]2C(=O)N(C)C(=O)[C@@H]21	-0.1	3.3	-8	-0.2	-6	-2	-0.3	8	0
CCOC(=O)CSc1nc2ccc(C)cc2cc1C#N	1.4	-0.5	-4	0.0	-14	-14	0.0	7	-6
CC(C)C(=O)N1CCN(c2ccc(NC(=O)c3cccs3)cc2)CC1	.	-0.9	-2	0.1	2	-5	1.8	-1	12
CC(=O)Nc1cc2c(cc1NC(=O)Cn1nnc(-c3ccc(C)o3)n1)OCCO2	0.8	1.0	-2	-1.9	0	-9	-3.0	-13	3
Cn1c(CSc2ncccn2)nnc1SCC(=O)N1CCCCCC1	2.0	1.5	0	-1.3	-10	-2	-1.4	0	-1
NC(=O)CSc1nc(-c2ccccc2)c(-c2ccccc2)o1	.	1.5	-6	-1.5	-2	-8	-3.4	21	4
O=C(Nc1ccc(NC(=S)NC(=O)c2cccs2)cc1)c1ccccc1	.	-0.9	-6	0.1	1	-1	-1.0	21	-8
O=C(/C=C/Nc1ccccc1OC(F)(F)F)C(F)(F)F	.	-0.1	-2	-1.0	4	-21	-3.5	-6	-2
O=C(c1cc2nc(C3CC3)cc(C(F)(F)F)n2n1)N1CCCC1	.	-0.5	0	-0.2	2	6	0.9	-1	-8
COC(=O)Nc1ncc(CN2CCc3ccccc3C2)s1	-0.4	-0.5	-2	1.3	5	6	0.3	10	-3
CN(C)CCNC(=S)Nc1ccc(-c2nc3ccccc3[nH]2)cc1	-0.8	0.2	2	1.5	4	5	-2.6	-16	-6
COc1cc(OC)cc(C(=O)n2nc(C)cc2C)c1	0.4	-0.9	2	0.5	-3	3	-3.1	4	-2
O=C(COC(=O)c1cc(C(F)(F)F)cc(C(F)(F)F)c1)NCc1ccc(Cl)cc1	1.1	11	2	1.4	-19	16	-3.8	3	-4
Cn1c(N)c(C(=O)c2ccc(F)cc2F)c(=O)n(C)c1=O	.	-0.3	0	-0.1	4	0	-2.5	-6	4
O=C1CN(C(=O)N[C@@H](Cc2ccccc2)C(=O)N[C@@H](Cc2ccccc2)C(=O)O)c2ccccc2N1	0.1	2.5	2	1.0	10	-4	-1.5	10	6
COc1ccc(CCNC(=O)COc2cccc(-n3cnnn3)c2)cc1	-1.1	0.6	-7	4.1	-3	10	0.4	2	2
O=C(O)CCC(=O)Nc1nc2ccccc2s1	.	-1.5	?	-1.0	0	18	-1.0	4	-4
Cc1ccc(C(=O)NCC(=O)OCC(=O)Nc2cc(S(=O)(=O)N3CCOCC3)ccc2C)cc1	1.7	-0.7	-2	-0.9	2	-3	0.9	-3	-1
COc1ccc(CN2CCC3CC2c2cc(-c4cccc(C)c4)ccc23)cc1 (stereo not given)	-1.1	-0.2	-2	-0.1	-4	-4	-3.8	9	8
Cc1ccc(S(=O)(=O)N(C)C)cc1NC(=O)CN1C(=O)NC2(CCCCCC2)C1=O	0.5	-0.7	0	0.1	14	-3	-2.5	-5	-8
O=c1ccc(-c2ccc(S(=O)(=O)Nc3cccc(Br)c3)o2)n[nH]1	1.2	0.9	3	0.0	15	-5	-1.6	-1	-8
COC(=O)c1[nH]c2cc(OC)ccc2c1NC(=O)CN1CCN(c2cccc(C)c2)C(C)C1 (stereo not given)	.	9.5	-2	0.4	7	16	-6.6	-8	18
COc1ccc(-n2c(Cc3cccc([N+](=O)[O-])c3)nc3ccccc3c2=O)cc1	1.0	1.0	1	-0.4	-10	2	-1.6	-5	12
Cc1cc(NC(=O)CSc2cn(CCNC(=O)c3ccccc3)c3ccccc23)no1	.	-1.0	-2	-0.2	.	2	-3.4	12	.
COc1ccc(/C=N/n2c(-c3ccco3)nc3ccccc3c2=O)cc1	-0.1	0.2	-3	1.3	12	4	-0.6	11	-7
C/C(=N\NC(=O)c1nc2ccccn2c1C)c1cc2ccccc2o1	0.6	-0.8	1	-1.4	5	0	-1.4	-8	5
COc1cccc(NC(=O)CN(C)C(=O)COc2ccc3ccccc3c2)c1	.	2.5	-2	0.3	16	0	-1.7	18	7
CC(=O)c1cccc(N(CC(=O)NC2CCCCC2)C(=O)Cn2nnc(-c3ccccc3)n2)c1	0.9	-0.3	-6	-2.0	11	-5	-1.2	-5	-4
O=C(N/N=C/c1ccccc1)c1sccc1OCc1ccc(F)cc1	.	2.1	3	-0.1	3	-9	-4.5	11	4
Cc1cc(C(=O)Nc2sc3c(c2C#N)CCC(C)C3)cs1 (stereo not given)	.	3.4	-2	-2.1	-7	-2	-3.0	4	3
Clc1ccccc1CSc1nnc(/C=C/c2ccccc2)o1	.	1.6	-1	0.0	20	-9	-1.2	44	1
COc1cccc(/C=N/n2c(-c3n[nH]c4c3CCC4)n[nH]c2=S)c1O	.	-0.4	2	-2.1	18	-13	-1.4	-1	-2
Cc1ccc(CNS(=O)(=O)c2cc3c4c(c2)CCN4C(=O)CC3)cc1	-7.3	.	2	0.7	1	-7	-0.2	0	11
COc1cccc(C(=O)NC(C)c2cccc3ccccc23)c1OC (stereo not given)	0.0	8.0	0	-0.5	9	-2	-2.6	27	-1
Cc1ccc(C)c(NC(=O)c2ccc3c(=O)n4c(nc3c2)CCC4)c1	0.7	-0.1	?	1.6	-1	5	-3.6	6	-2
Cc1[nH][nH]c(=O)c1C(c1c(C)[nH][nH]c1=O)c1cn(Cc2ccc(Cl)c(Cl)c2)c2ccccc12	-1.2	1.1	-4	0.9	56*	-12	1.8	3	-10
CC(=O)Nc1ccc(S(=O)(=O)NNC(=O)c2cccc(Br)c2)cc1	1.0	-0.1	0	-0.1	6	-4	-0.8	5	6
Cc1ccc2[nH]c(C(=O)Nc3ccc(F)cc3)cc2c1	-0.3	-0.9	20	-1.7	-6	26	-2.3	-2	1
COCc1[nH]nc2c1C1(C(=O)N(C)c3ccccc31)C(C#N)=C(N)O2 (stereo not given)	.	-0.5	-6	-0.6	-2	-6	-2.0	-3	-3
Cc1nn(-c2ccccc2)c(NC(=O)c2cccs2)c(-c2ccc(Cl)cc2)c1=O	.	-1.1	2	0.6	-7	-2	-1.3	-1	-6
CCCCCCN1C[C@H](O)[C@@H](n2cc(COC(=O)c3ccccc3)nn2)C[C@@H]1c1ccc(Cl)cc1	-0.3	.	-5	0.3	22	-2	-2.8	16	-5
CCC(=O)N1CCN(c2ccc(NC(=O)c3cccs3)cc2)CC1	.	0.4	-3	-1.9	7	-8	0.2	2	1
CNC(=S)NCCCc1ccccc1	-0.3	2.4	-4	-0.4	-3	-2	-1.6	-3	2
CC1C(c2ccccc2)N(C)C(c2ccccc2)CC1(O)c1ccc(F)cc1 (stereo not given)	1.4	1.2	2	0.1	-4	-2	-1.8	-8	3
Cc1ccc(CCNC(=O)Cn2ncc3c([nH]c4ccccc43)c2=O)cc1	1.3	-2.1	2	0.5	-3	1	-1.8	5	8
CC1CCC2(CC1)NC(=O)N(NC(=O)c1ccc(OC(C)C)cc1)C2=O (stereo not given)	1.8	-0.1	.	.	14	.	2.0	-4	-4
Cc1c(Cl)cccc1NC(=O)CCC(=O)NNC(=O)c1ccccc1	.	-0.6	0	-0.6	9	-4	-2.1	-2	-2
CCN1CCN(CC(=O)Nc2cc(C)on2)CC1	1.3	0.4	3	0.4	7	4	-0.6	-1	-1

More structures.
SMILES	TcdB GH inh	PfHsp40 yeast	Anthrax LF inh2	BoNT-A LC inh2	CCHF vOTU inh	BoNT F protease	FadD28 binding	Yp Topo-I inh	PrPC surface inh
CCOc1ccccc1NC(=O)CN1c2cccc3cccc(c23)S1(=O)=O	1.0	1.9	-4	-0.3	16	-1	-0.1	25	-8
COc1cc(=O)[nH]c(SCC(=O)Nc2nc3c(s2)CCCC3)n1	0.8	0.0	-6	-3.3	16	-4	-1.8	-5	-2
COC(=O)CNc1nc(-c2cccnc2)nc2ccccc12	.	-0.9	-4	1.2	2	8	-1.1	5	1
CNC(=S)N=Nc1c(O)[nH]c2ccc(C(C)C)cc12	0.2	-1.7	-2	-0.6	11	-9	-0.5	-6	-13
CCN(CC)c1ccc(C=Nc2cccc(S(=O)(=O)N3CCOCC3)c2)c(O)c1	1.1	-0.5	46*	51*	15	17	-4.0	4	-8
O=C(CCS(=O)(=O)c1ccccc1)N1CCN(c2ccccc2)CC1	0.8	-2.0	2	-0.5	-16	1	-2.1	2	2
CN1C(=S)SC(C)(C)C1NO (stereo not given)	.	0.2	-3	-1.5	0	-16	-1.2	-1	-2
Cc1ccccc1OCc1nc2ccccc2c(=O)n1/N=C/c1cccc([N+](=O)[O-])c1	.	-0.5	0	0.1	-9	-4	-1.5	-4	-1
O=C(Cn1ncc(Cl)c(Cl)c1=O)Nc1ccc2c(c1)OCO2	-0.5	-1.0	0	-2.6	6	?	-3.3	-13	-17
O=S(=O)(c1ccc(=S)[nH]c1)N1CCOCC1	1.7	-1.3	-2	3.1	-1	7	-0.5	1	-4

Single entries from the list.
COC(=O)[C@]1(Cc2ccccc2)N[C@H](c2ccc(-c3ccc(OC)cc3)cc2)[C@@H]2C(=O)N(C)C(=O)[C@@H]21 in PfHsp40 yeast shows 3.3
CC1CCC2(CC1)NC(=O)N(NC(=O)c1ccc(OC(C)C)cc1)C2=O (stereo not given) in PfHsp40 yeast shows -0.1

The listing continues.
SMILES	TcdB GH inh	PfHsp40 yeast	Anthrax LF inh2	BoNT-A LC inh2	CCHF vOTU inh	BoNT F protease	FadD28 binding	Yp Topo-I inh	PrPC surface inh
CS(=O)(=O)N(CC(=O)N1CCOCC1)c1ccc2c(c1)OCO2	.	-0.2	0	0.0	-13	-7	-3.5	3	8
CCC(=O)c1cn([C@@H](CCC(OC)OC)CC(=O)OC(C)(C)C)cc1CC	-4.1	0.3	1	0.1	16	3	-3.0	5	2
c1ccc(COCC2CCNCC2)cc1	1.2	0.8	-8	-0.3	6	12	-0.5	-5	-12
Cc1cc(NC(=O)Cn2cnc3sccc3c2=O)no1	7.7	0.7	-5	-0.1	3	-6	-0.8	3	-6
Cc1cc(C)n(CC(O)Cn2cnc3c2c(=O)n(C)c(=O)n3C)n1 (stereo not given)	.	0.2	-4	-0.6	-4	-5	1.0	-3	-1
COCCCNCCCOc1ccc(C(C)(C)c2ccccc2)cc1	.	0.8	-5	-0.5	7	0	-1.5	-1	-7
CCCN(CCC)S(=O)(=O)c1ccc(C(=O)Nc2cccnc2)cc1	-0.9	-1.7	12	-3.7	-10	-16	-1.4	18	-2
COc1ccc(CCNC(=O)/C=C/c2cc(OC)c(OC)c(OC)c2)cc1OC	1.7	-1.6	0	0.5	3	-5	0.4	-10	-3
O=C(CSCc1ccc(Cl)cc1Cl)Nc1ccccc1C(=O)Nc1ccc(C(=O)O)cc1	0.0	0.1	2	-0.2	-12	-4	-0.3	-13	2
O=C1CC(Nc2cc(=O)[nH]c(=O)[nH]2)C(=O)N1c1ccccc1Cl (stereo not given)	0.2	-1.0	0	0.5	1	1	-0.4	6	0
C/C(Cl)=C/Cn1c(SC(C)C)nc2c1c(=O)[nH]c(=O)n2C	.	-2.1	0	1.4	.	16	?	5	.
CCCCOc1ccc(C(=O)Nn2cnnc2)cc1	.	0.4	-5	?	8	0	-1.6	-6	0
CCOc1ccccc1N1CCN(C(=O)c2ccccc2)CC1	.	0.1	-1	0.4	5	0	-2.1	7	14
COc1ccc(NC(=O)C2CCCC2)cn1	0.2	-1.1	-1	-0.8	-4	1	-2.6	1	-6
COc1ccccc1NC(=S)N1CCN(c2ccc(F)cc2)CC1	0.5	1.2	11	1.1	-11	-7	-2.3	-1	1
O=C(CSc1n[nH]c(-c2ccccn2)n1)Nc1ccccc1	-0.2	-1.8	5	-0.5	-3	1	-0.2	6	4

Bioassay records deposited in PubChem by several laboratories.
